# Compound activity as filed in PubChem BioAssay.
# RAD52 anneal inh – inhibitors of human RAD52 DNA annealing; recombinant RAD52 DNA annealing, FRET fluorescence; P43351; inhibition, % at 18.7 µM; 360,000 tested, 0.46% active;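 active = every replicate showing at least 50% inhibition; inconclusive = mean inhibition at least 50% but not in every replicate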
# Target sequence (P43351 whole entry, looked up): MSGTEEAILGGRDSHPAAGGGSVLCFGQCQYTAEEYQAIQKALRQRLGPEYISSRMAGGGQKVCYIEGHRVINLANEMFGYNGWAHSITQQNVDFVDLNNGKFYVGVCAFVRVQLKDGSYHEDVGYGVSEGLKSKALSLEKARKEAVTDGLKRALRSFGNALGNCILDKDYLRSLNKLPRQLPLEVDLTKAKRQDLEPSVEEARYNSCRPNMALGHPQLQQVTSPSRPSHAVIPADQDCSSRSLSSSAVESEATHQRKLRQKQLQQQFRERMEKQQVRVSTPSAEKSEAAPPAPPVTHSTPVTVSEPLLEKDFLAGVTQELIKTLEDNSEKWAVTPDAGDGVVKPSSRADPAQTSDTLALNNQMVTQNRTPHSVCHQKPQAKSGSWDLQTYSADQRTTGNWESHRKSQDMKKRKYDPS
# CFTR F508del cor – correctors of CFTR F508del function in bronchial epithelial cells | CFBE cells, YFP halide quenching; stimulated with forskolin plus potentiator P3; % fluorescence drop versus neutral controls | activity (quench increase), % at 7.58 µM | 350,000 tested, 0.36% active | AID 720511;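 active = mean added fluorescence quench of at least 8% versus neutral control, with both replicates also reaching 8%; inconclusive = only one of the mean or replicate conditions met; inactive = mean below 8% and not both replicates reaching 8%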;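 also: cells transiently co-express mutant CFTR-F508del with the halide-sensitive YFP; corrector assay measuring rescue of mutant channel to the surface after 24 h compound exposure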
# CASP6 VEID inh – inhibitors of human caspase-6; P55212; purified caspase-6, Z-VEID-R110 cleavage fluorescence; inhibition, % at 12.5 µM; 350,000 tested, 0.53% active;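 active = mean inhibition across replicates at least about 35%, with every replicate also reaching that limit, limit read from the data; inconclusive = only one of the two criteria met; inactive = neither criterion met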;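 also: 0% = median of neutral control wells and 100% = no fluorescence left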
# GSIS activator – GLuc luminescence reporter in INS-1E cells, primary screen for activators of glucose-dependent secretion of insulin | INS-1E GLuc reporter insulin secretion, 2-3 h | activation, % at 16.6 µM | 370,000 tested, 0.61% active | AID 743287;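 active = lowest replicate activation of at least 40%, so every replicate reaches that level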;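 also: 0% = median of neutral control wells and 100% = median of IBMX positive control wells; some compounds called inactive have numbers as strong as hits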
# DENV2 CPE rescue – DENV2-induced cell death inhibition; CPE inhibition, % at 9.99 µM; DENV2-infected cells, cytopathic effect rescue, plate reader; 350,000 tested, 1.7% active; in the data active = CPE inhibition above about 20%, passing the limit was not always enough; inconclusive = no clear call, values can overlap the other calls; tested in BHK-21 cells;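 also: 0% = median of neutral control wells and 100% = median of positive control wells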
# E-sel inducer – induces E-selectin expression in human endothelial cells | P16581 | HUVEC E-selectin immunofluorescence imaging; normalized: neutral wells 0, TNF-alpha wells 100 | activation, % at 7.58 µM | 260,000 tested, 0.37% active;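 active = mean E-selectin-positive cell signal at least 10% of the positive control, reached in at least 60% of replicates, without over 20% cell loss; inconclusive = no rule given, readout overlaps actives, possibly toxicity-flagged; inactive = the rest, including those meeting only one limit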;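 also: in these data hits start at about 27%; measured in HUVEC primary endothelial cells; signal is the percent of cells scored E-selectin positive by PE staining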
# Target sequence (P16581 whole entry, looked up): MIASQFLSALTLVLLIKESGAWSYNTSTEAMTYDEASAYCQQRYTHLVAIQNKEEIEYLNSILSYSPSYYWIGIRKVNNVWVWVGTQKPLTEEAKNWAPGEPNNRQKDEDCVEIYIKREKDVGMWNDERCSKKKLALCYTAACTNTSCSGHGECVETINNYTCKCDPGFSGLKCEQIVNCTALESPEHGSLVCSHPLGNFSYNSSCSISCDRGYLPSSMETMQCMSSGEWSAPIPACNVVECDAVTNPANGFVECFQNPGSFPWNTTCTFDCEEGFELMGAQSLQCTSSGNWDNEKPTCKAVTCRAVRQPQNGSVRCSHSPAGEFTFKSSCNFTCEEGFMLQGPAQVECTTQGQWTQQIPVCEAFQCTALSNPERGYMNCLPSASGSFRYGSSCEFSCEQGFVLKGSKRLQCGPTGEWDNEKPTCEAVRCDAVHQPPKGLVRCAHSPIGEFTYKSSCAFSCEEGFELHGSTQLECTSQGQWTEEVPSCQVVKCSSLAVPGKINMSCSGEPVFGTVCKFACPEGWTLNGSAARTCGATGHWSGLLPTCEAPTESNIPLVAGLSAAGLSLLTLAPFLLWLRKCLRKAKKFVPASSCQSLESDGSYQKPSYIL
#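 Test system: HUVEC | Signal: Immunofluorescence imaging | Read-out: Percent E-selectin-positive cells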
# RAD54 branch – inhibitors of human RAD54 branch migration. inhibition, % at 10.4 µM. 360,000 tested, 0.14% active. RAD54 Holliday junction branch migration, FAM/BHQ fluorescence. AID 602329;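 active = mean normalized replicate activity at least 40 and at least half of replicates scoring 40 or more; inconclusive = only one of the two criteria met; inactive = mean below 40 and under half of replicates reaching 40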;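 also: 0% = median of neutral control wells and 100% = median of positive control wells; inhibitors cause a drop in the FAM fluorescence signal; in these data hits start at about 50%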
# XiGFP reactiv – X-chromosome reactivation activator | AID 743238 | 360,000 tested, 0.055% active | activation, % at 7.58 µM | XiGFP mouse fibroblasts, % GFP-positive cells imaging, 3 d; cells co-treated with 5-aza-dC sensitizer; scaled so ellipticine positive control = 100%;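 active = mean normalized replicate activation at least 10% and every replicate at or above 10%; inconclusive = only one of the two criteria met; inactive = mean below 10% and not all replicates reach 10%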;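 also: 0% = median of on-plate neutral control wells and 100% = ellipticine 6 µM median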
#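 Assay system: SV40-immortalized XiGFP fibroblast cells, line 68-5-11; buffer or medium: DMEM plus 5-aza-dC sensitizer; compound: one concentration, pinned; timing: compounds 3 days, fix/stain 15 min at room temperature; benchmarks: positive control ellipticine, 6 µM final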
# The depositor's hits bear a star; ? = inconclusive; . = not tested or not shown.
SMILES,RAD52 anneal inh,CFTR F508del cor,CASP6 VEID inh,GSIS activator,DENV2 CPE rescue,E-sel inducer,RAD54 branch,XiGFP reactiv
CCS(=O)(=O)Nc1ccc2c(c1)C(=O)N(C)[C@H]1CC[C@H](CC(=O)N3CCOCC3)O[C@@H]1CO2,-9,-0.8,-1,-2,-1,0.0,4,0.2
COc1ccc(COC(=O)c2cccc(S(=O)(=O)N3CCN(C(C)=O)CC3)c2)cc1,-9,3.3,4,-22,19,2.1,-4,0.3
O=C(C[C@H]1CC[C@H]2[C@@H](COC[C@@H](O)CN2Cc2cc(F)ccc2F)O1)NCc1ccccc1,16,0.6,0,11,16,0.0,2,0.0
C[C@H]1CN([C@@H](C)CO)C(=O)c2cccc(NC(=O)CCCCCC(=O)Nc3ccccc3N)c2O[C@H]1CN(C)C,28,-3.8,-1,-3,-6,-6.6,.,0.2
CCO[C@H]1OC(C(=O)NCc2ccccc2)=C[C@@H](C2CCCCC2)[C@@H]1CCCO,-5,-1.6,2,-39,-2,0.6,3,0.2
O=C(C[C@H]1CC[C@H]2[C@@H](COC[C@@H](O)CN2S(=O)(=O)c2ccccc2)O1)N[C@@H]1CCN(Cc2ccccc2)C1,-6,0.8,-12,8,-6,0.0,.,0.3
CCOC(=O)c1cccc(-c2ccc(C=O)o2)c1,-10,.,2,49*,6,-2.6,-1,0.7
O=C(Cn1nnc2ccccc21)Nc1ccc(Cl)cn1,-10,-4.3,1,-4,-1,.,2,0.0
Cc1cccc2c(C(=O)Nc3ccc(Br)cc3)cc(-c3ccccn3)nc12,-14,-0.3,1,12,0,.,.,0.0
COc1ccc(S(=O)(=O)Nc2ccc(N3CCOCC3)cc2)cc1,-11,-0.3,-2,-4,9,0.4,-5,0.2
CCOc1ccccc1NC(=S)N(CCOC)C1CCN(C(C)=O)CC1,-4,-0.9,-4,-4,9,.,10,-0.2
CN(CC(=O)Nc1ccc(F)cc1)C(=O)COC(=O)c1ccc(-c2ccccc2)cc1,-11,-1.3,1,-21,-3,1.2,-10,0.0
C=CCCC1CN(Cc2ccc(OC)cc2)S(=O)(=O)c2c(cccc2N(C)S(=O)(=O)c2ccc(C)cc2)O1 (centres undefined),-9,-1.7,1,-10,19,1.5,.,0.1
NC(=O)C1CCN(CC(=O)NC2CCCc3ccccc32)CC1 (centres undefined),1,0.3,-5,5,2,-1.7,.,0.1
Cc1ccc(NS(=O)(=O)c2cccc(C(=O)N3CCN(C(=O)c4ccco4)CC3)c2)cc1,-2,-0.2,4,-5,-2,-1.5,7,0.1
O=C(NCCNCc1cccc(Cl)c1)c1ccco1,-19,1.0,24,7,13,.,1,-0.1
COc1ccc(N=C2O/C(=C/c3sc(=S)n(CC4CCCO4)c3O)N=C2C#N)cc1 (centres undefined),-23,-3.3,0,-1,-2,-0.1,2,0.1
CCP(=O)(c1cccc([N+](=O)[O-])c1)c1cccc([N+](=O)[O-])c1,-14,-6.2,3,.,6,-0.3,.,0.0
CO[C@H]1CN(C)C(=O)c2ccc(NC(=O)C3CC3)cc2OC[C@@H](C)N(C(=O)c2ccccc2F)C[C@H]1C,1,3.4,4,-8,-8,-0.4,0,0.1
C[C@@H]1COC(=O)[C@H](Cc2ccc(F)cc2)CC/C=C/C[C@@H](CC(=O)N[C@@H](CO)Cc2ccccc2)C(=O)N1,2,-2.8,-4,-3,1,-0.1,-3,0.0
Cc1ccccc1NC(=O)Nc1ccc2c(c1)C(=O)N(C)[C@H]1CC[C@H](CC(=O)NCC3CC3)O[C@@H]1CO2,-10,-1.0,0,2,?,0.2,-3,0.0
Cn1c(NC(=O)c2cc(Br)ccc2Cl)cc(=O)n(C)c1=O,-39,2.1,1,.,-7,0.4,-5,0.1
CC1=NN(C(=O)CSCc2ccccc2)C(O)(c2ccc(Cl)cc2)C1 (centres undefined),-8,2.0,.,-29,2,-1.6,.,0.3
Cn1c(=O)[nH]c(=O)c2c1nc(CN1CCN(c3cccc(Cl)c3)CC1)n2CCc1ccccc1,-14,.,-2,-28,.,.,2,.
O=C(O)c1nc(N2CCCC2)ncc1Cl,-6,0.0,27,31,-6,.,-4,.
# (listing goes on)
SMILES,RAD52 anneal inh,CFTR F508del cor,CASP6 VEID inh,GSIS activator,DENV2 CPE rescue,E-sel inducer,RAD54 branch,XiGFP reactiv
CCCCNC(=O)C1CCN(S(=O)(=O)c2c(C)noc2/C=C\c2ccc(OC)cc2)CC1,-16,-0.7,0,3,2,.,-20,0.0
O=C(CCc1c[nH]c2ccccc12)Nc1ncccc1O,-9,0.6,-3,1,-4,0.0,1,0.2
O=C(c1ccc(F)cc1)N1CC(=O)N2[C@H](C1)[C@H](c1ccc(/C=C/c3ccccc3)cc1)[C@@H]2CO,10,-1.0,.,-19,-2,-0.7,.,0.0
O=C(NC1CCCC1)c1cc(Cl)ccc1[N+](=O)[O-],2,.,2,9,4,-0.2,.,-0.1
Cc1nc(N2CCC(C(N)=O)CC2)c2c(-c3cccs3)csc2n1,-22,0.8,3,21,1,0.3,0,0.0
COc1ccc(NC(=O)c2ccc(-n3c(C)ccc3C)cc2)c(OC)c1,-45,.,1,-13,-3,0.2,.,0.1
O=C(c1ccc2c(c1)OCO2)N1CCCCN2[C@H](CO)[C@H](c3ccc(-c4ccccc4)cc3)[C@@H]2C1,-17,-1.7,0,-6,-11,-0.4,-8,0.1
COc1ccc(S(=O)(=O)N2CC[C@@H]3[C@@H](CO)N(C)c4ccc(-c5ccccc5F)cc4[C@@H]32)cc1,.,6.5,.,-34,-24,-0.1,-1,0.1
O=C(O)CCc1nn2c3ccccc3nc2n(CCN2CCCCC2)c1=O,-12,.,7,6,.,.,-2,.
COC(=O)c1ccc2c(c1)C(NC(C)=O)CCc1cc(OC)c(OC)c(OC)c1-2 (centres undefined),-7,2.5,1,-7,0,4.9,.,0.8
O=C(Nc1ccc(S(=O)(=O)Nc2ncccn2)cc1)c1ccccc1Cl,-26,1.3,0,11,0,.,-3,0.0
Cc1cc(C)nc(SCC(=O)NN)n1,-16,-3.0,-3,25,8,.,.,0.2
Cc1cccc(-c2n[nH]nc2C2=CC(=O)CC(C)(C)C2)c1,-10,-0.7,1,12,7,-2.8,-2,0.3
O=C(Cc1n[nH]c(=O)c2ccccc12)Nc1cccc(S(=O)(=O)N2CCCCCC2)c1,-37,-1.3,4,-21,7,.,-9,-0.2
O=C1N/C(=N/O)S/C1=C\c1ccccc1-n1cccn1,-5,-0.1,-3,-1,-2,.,.,0.0
Cc1noc(C)c1NC(=O)Nc1ccc2c(c1)C(=O)N([C@@H](C)CO)C[C@H](C)[C@H](CN(C)C(=O)NC(C)C)OCCCC[C@H](C)O2,7,-2.4,-1,15,2,.,-4,0.0
C[C@@H]1CN([C@@H](C)CO)C(=O)Cc2cc(NC(=O)Nc3ccccc3)ccc2O[C@@H]1CN(C)C(=O)NC1CCCCC1,-7,-2.8,3,-8,?,0.1,-1,-1.3
O=C(Nc1nnc(SCc2c(Cl)cccc2Cl)s1)C1CC(=O)N(c2ccc3c(c2)OCCO3)C1 (centres undefined),-14,1.3,3,-4,-3,.,.,0.0
CCN(CC)CCCN=Cc1c(O)n(-c2c(C)cccc2C)c(=O)c2ccccc12,4,2.3,-34,9,-1,.,7,0.0
CCCCC(O)(c1ccc(OC)cc1)C(CN1CCOCC1)c1ccccc1 (centres undefined),-2,2.8,1,-10,-4,-0.1,-15,0.0
O=C(O)c1ccc(CNC(=O)c2ccc3c(c2)OCCO3)cc1,-4,-1.1,7,12,5,0.2,.,0.2
Nc1ccccc1SC(CC(=O)c1ccccc1)c1ccc([N+](=O)[O-])cc1 (centres undefined),-16,-3.0,-1,2,-1,-0.4,1,0.8
COc1ccc([C@H]2CC(=O)c3c(O)cc(O)cc3O2)cc1O,-3,-24,1,-4,5,1.9,.,-0.1
C[C@@H]1CN([C@H](C)CO)S(=O)(=O)c2ccc(C#CCC3CCCC3)cc2O[C@H]1CN(C)C(=O)c1ccccn1,2,3.7,-4,-21,11,0.3,-2,-1.0
O=C(N[C@@H]1CC[C@H](CCn2cc(Cc3ccccc3)nn2)O[C@@H]1CO)c1ccccn1,2,-1.8,0,3,-9,-0.2,4,-0.1

# Already shown: 7 of the compounds above.
SMILES,RAD52 anneal inh,CFTR F508del cor,CASP6 VEID inh,GSIS activator,DENV2 CPE rescue,E-sel inducer,RAD54 branch,XiGFP reactiv
CCCCNC(=O)C1CCN(S(=O)(=O)c2c(C)noc2/C=C\c2ccc(OC)cc2)CC1,-16,-0.7,0,3,2,.,-20,0.0
O=C(CCc1c[nH]c2ccccc12)Nc1ncccc1O,-9,0.6,-3,1,-4,0.0,1,0.2
O=C(c1ccc(F)cc1)N1CC(=O)N2[C@H](C1)[C@H](c1ccc(/C=C/c3ccccc3)cc1)[C@@H]2CO,10,-1.0,.,-19,-2,-0.7,.,0.0
O=C(NC1CCCC1)c1cc(Cl)ccc1[N+](=O)[O-],2,.,2,9,4,-0.2,.,-0.1
Cc1nc(N2CCC(C(N)=O)CC2)c2c(-c3cccs3)csc2n1,-22,0.8,3,21,1,0.3,0,0.0
COc1ccc(NC(=O)c2ccc(-n3c(C)ccc3C)cc2)c(OC)c1,-45,.,1,-13,-3,0.2,.,0.1
O=C(c1ccc2c(c1)OCO2)N1CCCCN2[C@H](CO)[C@H](c3ccc(-c4ccccc4)cc3)[C@@H]2C1,-17,-1.7,0,-6,-11,-0.4,-8,0.1

# Continued:
SMILES,RAD52 anneal inh,CFTR F508del cor,CASP6 VEID inh,GSIS activator,DENV2 CPE rescue,E-sel inducer,RAD54 branch,XiGFP reactiv
CCN(CC)C(=O)Cn1cc(S(=O)(=O)CC(=O)N2CC(C)OC(C)C2)c2ccccc21 (centres undefined),1,2.7,2,-8,-8,-0.5,-7,0.0
C[C@H](CO)N1C[C@H](C)[C@@H](CN(C)S(=O)(=O)c2ccc(F)cc2)OCCCC[C@H](C)Oc2ccc(NC(=O)NC3CCCCC3)cc2C1=O,-58,-1.0,-1,-30,5,-0.3,-1,0.4
C[C@@H]1CN([C@H](C)CO)C(=O)c2cc(NS(C)(=O)=O)ccc2O[C@@H](C)CCCCO[C@@H]1CN(C)S(=O)(=O)c1ccc(F)cc1,8,-0.7,-3,0,19,0.0,-3,-0.4
CC(C)=CCC[C@H](C)C[C@@H]1CC2=C(C(=O)OC(C)(C)O2)[C@@H](c2ccc(F)cc2)O1,-18,1.2,-1,-26,-8,1.2,.,0.0
CC(C)(C)OC(=O)Nc1ccc([C@H](NC(=O)OC(C)(C)C)C(=O)OC(C)(C)C)cc1,-14,-0.1,-3,6,16,0.2,3,-0.3
CCCCC[C@H](C)N1C[C@H](COCc2ccccc2)Oc2cc(N3CC[C@H](O)C3)ccc2S1(=O)=O,-16,-2.1,0,-10,11,-0.2,.,0.1
O=C(NCCc1ccccn1)c1cncc(Br)c1,-7,-1.1,1,18,?,0.1,-10,0.0
C[C@H]1COc2cccc(N3CCC[C@@H]3CO)c2S(=O)(=O)N1,1,-0.8,-5,21,8,1.1,.,0.0
CC1(C(=O)Nc2ccc3c(c2)OCO3)Cc2c(-c3ccc4c(c3)OCO4)ccnc2O1 (centres undefined),-3,-0.9,3,4,0,1.2,-2,0.2
